procasp7 counter = procaspase-7 activators, primary screen, counter-screen for procaspase-3 activator project, biochemical, absorbance, HTS, human; activation, % at 8.5 µM; recombinant procaspase-7, Ac-DEVD-pNA absorbance 405 nm; D23A/D198A/D206A triple mutant, cannot self-cleave; scale: DMSO 0, 5 µM enzyme 100; Caspase-7 (Homo sapiens), P55210; AID 463210, 2010; hit rate 0.093% among 330,000;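 active = percent activation above the screen-wide mean plus 3 SD, cut at about 25% in these data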
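Assay system: Uncleavable procaspase-7 mutant enzyme; Input: 2 µM procaspase-7 mutant as dispensed; Also added: DEVD-pNA substrate; Medium: Zinc-free HEPES pH 7.4 with 300 mM NaCl, 0.01% Triton X-100; Timing: 1 h compound preincubation, 2 h substrate cleavage, 25 °C; Measured by: Epi-absorbance of released pNA at 405 nm, two timepoints.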
CTSL1 counter = Fasciola hepatica cathepsin L1 inhibitors, primary screen, counter-screen for PFM18AAP inhibitor project, biochemical, QFRET, fluorogenic peptide substrate; hit rate 0.49% among 300,000; inhibition, % at 5.96 µM; AID 1906, 2009; recombinant F. hepatica cathepsin L1, Z-Leu-Arg-MCA fluorescence;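 active = inhibition above the mean of all tested compounds plus 3 SD, set per screening campaign, cut at about 17% in these data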;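 note: 0% = plate median of test compound wells and 100% = 1 µM Z-Phe-Ala-diazomethylketone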
core dimer inh = inhibitors of HCV core protein dimerization, primary screen, biochemical, TR-FRET, high-throughput | TR-FRET GST/Flag-core106 dimerization, 1536-well | inhibition, % at 5 µM | hit rate 0.33% among 300,000;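 active = inhibition above the mean of all tested compounds plus 3 SD, set per screening campaign, cut at about 45% in these data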
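System: GST/Flag-tagged HCV core106 proteins. Incubation: compound-protein-antibody incubation 4 h at 22.5 °C. Technique: HTRF with 340 nm excitation, 617/671 nm emission. Medium: KF-containing HEPES buffer, pH 7.45, DTT, CHAPS, BSA. Read-out: inhibition (%) from 671 over 617 nm ratio. Also added: Eu(K)-anti-GST 90 ng/mL plus XL665-anti-Flag 1 µg/mL.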
procasp3 activ = activators of human procaspase-3 D3A mutant, primary screen, biochemical, absorbance, PC-3 D3A mutant, single concentration. Caspase-3 (Homo sapiens), P42574. recombinant procaspase-3 D3A, Ac-DEVD-pNA absorbance 405 nm. activation, % at 8.5 µM. hit rate 0.11% among 330,000;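 active = activation above the mean of all tested compounds plus 3 SD, cut at about 21% in these data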;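 note: 0% = DMSO alone and 100% = DMSO wells spiked with extra 5 µM PC-3 D3A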
Target sequence (P42574 whole entry D9A/D28A/D175A): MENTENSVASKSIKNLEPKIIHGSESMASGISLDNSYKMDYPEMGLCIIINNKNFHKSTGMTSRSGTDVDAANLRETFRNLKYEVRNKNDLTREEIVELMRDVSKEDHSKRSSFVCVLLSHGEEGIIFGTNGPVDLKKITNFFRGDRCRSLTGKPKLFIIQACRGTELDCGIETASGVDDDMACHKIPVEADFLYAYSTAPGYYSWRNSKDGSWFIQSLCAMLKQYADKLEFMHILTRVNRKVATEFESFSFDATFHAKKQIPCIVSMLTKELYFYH
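Technique: 405 nm absorbance of p-nitroaniline, reads at 0 and 120 min; Test system: Procaspase-3 D3A mutant; Incubation: 1 h enzyme-compound preincubation, then 2 h substrate reaction, 25 °C; Repeats: singlicate, each compound tested once; Benchmarks: low control DMSO wells, high control DMSO plus 5 µM PC-3 D3A.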
PP1 inh = PP1-alpha phosphatase inhibitors, primary screen, counter-screen for PP5 inhibitor project, biochemical, fluorescence, OMFP substrate, single point | Serine/threonine-protein phosphatase PP1-alpha catalytic subunit (Homo sapiens), P62136 | purified PP1alpha | inhibition, % at 6.7 µM | hit rate 0.9% among 320,000;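 active = inhibition above the mean inhibition of all tested compounds plus 3 SD, computed separately for each screening campaign, cut at about 15% in these data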
Target sequence (P62136 whole entry, looked up): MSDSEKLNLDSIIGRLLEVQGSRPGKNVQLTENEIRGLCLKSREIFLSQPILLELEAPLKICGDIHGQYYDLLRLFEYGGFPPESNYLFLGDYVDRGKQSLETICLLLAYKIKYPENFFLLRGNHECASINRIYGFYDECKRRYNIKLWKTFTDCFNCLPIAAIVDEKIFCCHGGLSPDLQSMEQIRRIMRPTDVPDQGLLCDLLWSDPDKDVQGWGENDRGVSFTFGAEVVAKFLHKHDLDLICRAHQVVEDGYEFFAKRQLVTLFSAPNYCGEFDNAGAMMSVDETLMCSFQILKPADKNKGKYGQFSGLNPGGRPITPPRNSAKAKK
JMJD2C inh = inhibitors of GASC-1 histone demethylase, primary screen, biochemical, fluorescence, DELFIA europium. GST-JMJD2C(1-420) H3K9me3 demethylation. inhibition, % at 2.35 µM. hit rate 0.069% among 330,000;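 active = more than half of a compound's replicate wells show inhibition beyond 50%, single wells judged on their own value; inconclusive = some, but no more than half, of replicates pass 50% inhibition; inactive = no replicate passes 50% inhibition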;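 note: signal counts dimethyl H3K9 product captured on neutravidin plate; 0% = median of DMSO wells and 100% = 0.3 times that DMSO median; strong numbers were not always called active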
Efflux pump inh = inhibitors of Candida efflux pumps in yeast, primary screen, S. cerevisiae, Nile Red, multiplex | hit rate 0.44% among 330,000 | S. cerevisiae Candida pump triplex | inhibition, % at 10 µM;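 active = plate passing quality check with inhibition over a set limit, or well fluorescence over plate mean plus 4 SD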;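 note: Nile Red retained in pooled yeast measured as flow cytometry median fluorescence; 0% = buffer negative control and 100% = Enniatin B positive control; higher means more Nile Red kept so more efflux inhibition; some compounds called inactive have numbers as strong as hits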
PP5 inh = PP5 phosphatase inhibitors, primary screen, biochemical, fluorescence; inhibition, % at 6.7 µM; hit rate 0.18% among 320,000; purified PP5c, OMFP substrate fluorescence; Serine/threonine-protein phosphatase 5 (Homo sapiens), P53041;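 active = inhibition above the campaign's mean inhibition across all tested compounds plus 3 SD, cut at about 9.5% in these data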;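 note: 0% = DMSO only and 100% = 100 µM cantharidin control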
Target sequence (P53041 whole entry, looked up): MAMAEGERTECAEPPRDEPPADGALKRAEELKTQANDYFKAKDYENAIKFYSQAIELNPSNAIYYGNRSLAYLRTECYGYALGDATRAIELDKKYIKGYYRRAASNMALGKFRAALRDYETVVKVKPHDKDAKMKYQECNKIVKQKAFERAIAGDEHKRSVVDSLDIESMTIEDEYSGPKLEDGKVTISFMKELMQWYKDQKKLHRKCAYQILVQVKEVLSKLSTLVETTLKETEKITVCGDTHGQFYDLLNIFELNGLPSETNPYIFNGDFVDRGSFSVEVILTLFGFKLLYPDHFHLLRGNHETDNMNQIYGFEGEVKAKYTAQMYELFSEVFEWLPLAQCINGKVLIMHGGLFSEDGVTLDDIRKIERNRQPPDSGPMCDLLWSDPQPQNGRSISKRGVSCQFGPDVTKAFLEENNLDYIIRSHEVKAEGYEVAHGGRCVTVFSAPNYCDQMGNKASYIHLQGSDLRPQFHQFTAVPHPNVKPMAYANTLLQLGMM
TPT1 inhibitor = Candida albicans TPT1 enzyme inhibitors, primary screen, biochemical, fluorescence polarization; tRNA 2'-phosphotransferase TPT1 (Candida albicans SC5314); recombinant caTPT1, FP RNA substrate dephosphorylation; inhibition, % at 5 µM; hit rate 0.81% among 300,000;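 active = inhibition above the mean of all tested compounds plus 3 SD, set per screening campaign, cut at about 24% in these data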;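 note: plate controls were DMSO alone for no effect and ferristatin control at 100 nM for full effect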
* = called active by the depositor; u = inconclusive; x = no result given.

SMILES	procasp7 counter	CTSL1 counter	core dimer inh	procasp3 activ	PP1 inh	JMJD2C inh	Efflux pump inh	PP5 inh	TPT1 inhibitor
O=C(O)c1cn(-c2ccccc2)nc1-c1ccncc1	10.0	0.3	-0.2	-3.2	-4.0	-33.0	0.1	-1.8	-2.8
COc1ccc(-c2c[n+](CC(=O)N3c4ccccc4Sc4ccccc43)c3n2CCC3)cc1	3.3	2.7	-3.6	-12.4	-1.1	1.8	-0.2	1.1	-2.5
O=C(OCCN1C(=O)c2ccccc2C1=O)c1ccc(S(=O)(=O)N2CCCCCC2)cc1	-0.7	2.7	6.5	-0.7	0.8	98.9	0.2	-1.6	-1.6
CCc1cccc(CC)c1NC(=S)/C(=C(\[O-])c1ccc(Cl)s1)[n+]1ccccc1	-16.4	34.2*	4.6	-0.8	2.4	6.4	0.1	-0.5	-0.3
CCn1c2ccccc2c2cc(N=C3SC(CC(=O)Nc4ccccc4OC)C(=O)N3CCOC)ccc21 (stereo unspecified)	3.0	-2.2	6.0	2.5	4.6	u	-0.4	6.4	0.6
CCCCc1nc(N2CCOCC2)c(C#N)c2c1CCCC2	-8.1	1.6	2.2	2.2	-4.8	-1.3	-0.1	2.0	-6.8
CCOc1ccccc1NC(=O)CSc1nnc(CNC(=O)c2ccccc2F)o1	0.2	2.9	10.8	7.9	-2.0	1.8	-0.2	0.7	2.8
N#Cc1ccc(OCC(=O)NCCc2ccccn2)cc1	-1.8	4.6	-2.6	-3.4	-3.1	-0.4	0.0	3.7	-2.4
Cc1cc(C(=O)Nc2cccc3ccccc23)c(C)o1	-1.5	-1.5	10.5	2.4	-2.1	142.3	0.0	1.2	4.5
CCOC(=O)c1ccccc1NC(=O)CC1SC(=NC)N(C)C1=O (stereo unspecified)	6.6	-4.2	0.6	1.9	0.7	-2.9	0.1	1.9	-2.1
CCOC(=O)N1CCN(C(=O)COC(=O)CSc2cc(C)c(Br)cc2C)CC1	2.8	-9.6	-0.6	-12.1	1.4	-5.0	-0.1	2.7	-1.8
COC(=O)C(Cc1ccc(O)cc1)NC(=O)CCc1nc2ccccc2s1 (stereo unspecified)	5.6	-2.4	-13.8	1.6	-6.2	-1.2	0.4	-0.5	4.7
O=C(NC1CCCc2ccccc21)c1cccc(S(=O)(=O)N2CCOCC2)c1 (stereo unspecified)	8.7	-1.1	10.2	5.4	-0.9	-4.1	-0.1	0.7	1.6
Cc1n[nH]c(=O)nc1NCC1CCCO1 (stereo unspecified)	-6.0	-2.2	-3.2	-4.6	-1.7	-1.5	-0.2	2.6	-6.8
COC(=O)c1oc2ccccc2c1NC(=O)c1ccccc1O	2.0	5.5	3.7	-5.2	1.8	16.7	0.0	-1.7	0.0
Oc1ccc(N=Nc2ccccc2C(F)(F)F)c2cccnc12	2.0	1.7	5.3	5.8	9.8	-10.6	0.0	-0.1	-3.8
O=C(COC(=O)C1CCC(=O)N1)Nc1ccccc1OC(F)F (stereo unspecified)	-2.6	x	x	0.5	x	-1.0	0.2	x	x
Cc1ccc(-n2nnnc2SC(C)C(=O)NCC(=O)Nc2ccc(F)c(F)c2F)c(C)c1 (stereo unspecified)	5.2	-1.0	-6.6	2.3	5.7	2.4	0.3	5.1	1.4
Cc1oc(-c2ccccc2F)nc1CSCC(=O)NC1CC1	4.0	-2.3	-4.3	7.3	-2.6	9.7	0.0	1.5	2.6
Cn1c(CCC(=O)Nc2ccc(N3CCOCC3)cc2)nc(=O)c2ccccc21	3.5	-2.4	-3.0	1.7	-5.5	2.7	0.0	-1.3	2.2
O=C(NCCC1=CCCCC1)C(=O)NCC1OCCCN1S(=O)(=O)c1ccc(F)cc1 (stereo unspecified)	9.0	-3.1	-0.6	3.7	-8.0	2.8	0.1	2.5	4.0
O=C(COc1ccccc1)NCC(=O)N/N=C/c1ccco1	-3.0	2.0	-4.5	0.8	-1.9	-0.5	0.1	0.4	1.6
Cc1ccc(CCNC(=O)CSCc2ccc(F)cc2)cc1	-10.0	-1.2	-5.2	2.6	-0.9	-25.3	-0.1	0.6	-5.0
Cc1ccccc1NS(=O)(=O)c1ccc(Cl)cc1	15.5	2.0	2.2	0.7	-3.3	-6.2	-0.1	-0.3	-3.3
COC(=O)c1sccc1-n1cc(C#N)c(=O)n(C)c1=O	10.9	0.0	-2.6	4.9	-3.0	1.3	0.0	0.6	-2.5

Among those listed so far, two contain a Cl atom.
SMILES	procasp7 counter	CTSL1 counter	core dimer inh	procasp3 activ	PP1 inh	JMJD2C inh	Efflux pump inh	PP5 inh	TPT1 inhibitor
CCc1cccc(CC)c1NC(=S)/C(=C(\[O-])c1ccc(Cl)s1)[n+]1ccccc1	-16.4	34.2*	4.6	-0.8	2.4	6.4	0.1	-0.5	-0.3
Cc1ccccc1NS(=O)(=O)c1ccc(Cl)cc1	15.5	2.0	2.2	0.7	-3.3	-6.2	-0.1	-0.3	-3.3

(listing goes on)
SMILES	procasp7 counter	CTSL1 counter	core dimer inh	procasp3 activ	PP1 inh	JMJD2C inh	Efflux pump inh	PP5 inh	TPT1 inhibitor
COCCCNC(=O)c1nc2ccccc2c(=O)n1NC(=O)Nc1c(Cl)cccc1Cl	-2.9	4.6	0.2	-3.5	-5.2	5.2	-0.2	6.3	-4.2
Cn1cc(S(=O)(=O)N2CCN(c3cccc(C(F)(F)F)c3)CC2)c(=O)n(C)c1=O	0.8	0.1	14.7	-8.1	-1.8	-9.2	0.0	2.2	2.6
Cc1nc2ccc(NC(=O)c3cc(Cl)ccn3)cc2s1	-17.4	0.8	-7.9	-7.0	7.6	0.9	0.3	1.9	4.2
CCCc1nnc(SCC(=O)N2CCCCC2C)n1CC (stereo unspecified)	-5.3	0.4	-3.2	-2.6	2.9	0.9	-0.1	-0.3	0.1
COC(=O)C1=C(C)NC(C)=C(C(=O)OC)C1C(=O)OCC(=O)c1ccc(F)cc1	4.7	-1.1	3.5	7.3	-3.6	2.0	-0.1	-0.1	-1.6
Cn1c(N)c(C(=O)COC(=O)CCCc2nc3ccccc3s2)c(=O)n(C)c1=O	4.2	-10.9	-3.7	3.4	-5.7	2.9	-0.1	-4.8	-1.6
O=C1COC(c2ccccc2)C2CCCCN12 (stereo unspecified)	1.9	1.0	2.3	4.1	-2.2	13.8	0.0	1.2	0.7
Cc1c(C(=O)Nc2ccc(-c3nnc4n3CCCCC4)cc2)oc2c1ccc1ccccc12	-6.0	6.6	20.0	8.9	5.2	-2.8	0.6	3.5	-2.5
CCOc1cc(/C=N/n2c(COc3ccccc3)n[nH]c2=S)ccc1O	-7.6	2.3	10.3	-4.6	-0.5	-28.8	-0.3	1.9	-2.0
Cc1cccc(OCC(=O)N(Cc2ccco2)C2CCS(=O)(=O)C2)c1C (stereo unspecified)	-7.2	0.4	-11.9	-5.0	0.8	7.1	-0.1	2.7	-6.8
CC(=O)N[C@@H](Cc1c[nH]c2ccccc12)C(=O)OCc1ccc(C#N)cc1	-4.0	-2.6	-15.7	-3.1	0.3	-10.2	-0.1	3.4	-0.7
Cc1ccccc1NC(=O)CSc1ccncc1	-7.3	-5.4	2.5	-1.9	-1.1	-2.8	-0.1	0.3	3.1
COC(=O)c1nn(-c2ccccc2)c(Cl)c1/C=N/OC(=O)c1ccc(Cl)c(Cl)c1	16.2	-3.9	-1.3	1.5	-2.2	4.7	0.0	-1.1	-1.7
O=C(COc1ccc(S(=O)(=O)NC2CCCCC2)cc1)NCCC1=CCCCC1	-0.9	1.4	-0.8	-0.9	3.8	3.1	0.1	1.8	-3.5
Cc1ccc(C2=NN(S(C)(=O)=O)C(c3ccc4c(c3)OCO4)C2)cc1 (stereo unspecified)	-4.5	-0.3	2.6	0.3	1.3	-1.7	-0.3	1.0	0.4
Nc1ccn(-c2ccc(Cl)cc2)c(=O)c1	6.8	3.8	-4.4	2.4	0.6	13.0	0.1	-0.9	-1.1
CCOC(=O)Cc1c(C)nc2cc(-c3ccc(C(C)(C)C)cc3)[nH]n2c1=O	-12.8	5.2	9.8	-10.0	-4.9	-1.2	0.3	-0.8	1.6
CCOc1ccc(S(=O)(=O)Nc2cccc(C(=O)N3CCN(c4cccc(OC)c4)CC3)c2)cc1	0.0	5.9	5.7	0.7	-1.9	-0.1	0.2	1.0	2.3
CC(/C=C/c1cccc([N+](=O)[O-])c1)=N\NC(=O)c1ccncc1	-5.4	-0.3	2.7	-5.5	-2.4	5.2	-0.1	0.8	-3.2
CCC(=O)c1ccc(OCC(=O)Nc2ccc(N3CCOCC3)cc2N2CCOCC2)cc1	2.4	-0.7	3.2	-0.4	-5.0	3.5	0.1	1.4	-2.2
CCOc1ccc(NC(=O)CSc2nnc(-c3ccccn3)n2C)cc1	7.8	7.2	-0.7	8.4	-1.4	0.2	0.0	0.3	0.6
NS(=O)(=O)OCc1ccc(C(F)(F)F)cc1	-1.6	-1.3	5.7	-3.4	-3.0	-2.7	0.0	-0.2	-0.4
NS(=O)(=O)c1cccc(NC(=O)CC23CC4CC(C2)CC(CC(=O)Nc2cccc(S(N)(=O)=O)c2)(C4)C3)c1	1.9	2.2	0.5	6.2	-3.0	-0.1	0.1	-0.4	-3.0
O=C(O)c1ccc(N=C2NC(=O)C(CO)(CO)S2)cc1	1.7	-1.5	2.8	-5.9	-6.8	-13.3	0.0	-1.5	-1.0
Cc1sc2nc(CSCC(=O)Nc3ccc(C(F)(F)F)cc3)[nH]c(=O)c2c1C	-0.6	x	x	-2.9	0.5	2.3	0.2	2.8	x
c1n[nH]c(SCCCCSc2ncn[nH]2)n1	-3.4	1.0	4.0	-5.1	-6.6	7.0	0.0	-2.2	1.8
Cc1cc(C)cc(NS(=O)(=O)c2cnc(Cl)c(Cl)c2)c1	-4.5	1.4	0.5	-0.7	-10.3	-1.7	0.2	1.2	3.0
O=C(c1cc2c(ccc3ccccc32)o1)N1CCN(c2ncc(C(F)(F)F)cc2Cl)CC1	5.6	-7.0	1.6	-2.0	2.3	7.5	51.7*	-2.5	-5.1
COc1ccc(Nc2oc(-c3ccccc3)nc2C#N)cc1	7.1	-3.2	-2.4	-0.7	0.5	-5.3	-0.2	0.4	-4.3
COc1ccc(NC(=O)CN2CCC(NC(=O)C3CCCCC3)CC2)cc1	-1.9	-0.8	-2.9	-11.6	4.0	6.0	-0.1	-2.3	-1.5

Assay outcomes from PubChem.
